# Screens deposited in PubChem by several laboratories.
# TROY NFkB inh – TROY signaling inhibition | Q293 LMP1-TROYcd NF-kB luciferase reporter, 4 h | inhibition, % at 10 µM | actives 0.98% (n = 360,000) | AID 1347056;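 active = compounds whose plate-normalised and pattern-corrected inhibition of the luciferase reporter signal at the single screening dose is 50% or more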
# MITF TRPM1 inh – MITF TRPM1 promoter inhibition in SK-MEL-5 cells. SK-MEL-5 TRPM1 promoter luciferase, 24 h. AID 488899. inhibition, % at 12.5 µM. actives 0.83% (n = 330,000);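 active = mean inhibition across replicates of 60% or more, whatever share of single replicates reaches that level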; also: values of inactives mirror those of a sister screen read the other way
# CF NFkB block – inhibitors of cystic fibrosis induced NF-kB. KKLEB NF-kB-GFP reporter, PAF-induced, GFP fluorescence overnight. inhibition, % at 5 µM. actives 0.86% (n = 360,000). AID 588850;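 active = at least 50% inhibition at 5 µM, scaled per plate between neutral and stimulator controls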;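 also: PAF is a Pseudomonas aeruginosa culture filtrate used as stimulus; plate controls were PAF-stimulated DMSO wells for no effect and unstimulated DMSO wells for full effect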
# TRAIL sens C8 – caspase-8 TRAIL sensitization | AID 624354 | NB7+C8 cells + TRAIL, ATPlite viability luminescence | actives 1% (n = 360,000) | inhibition (viability loss, TRAIL sensitization), % at 10 µM;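 active = compounds causing at least 50% loss of cell viability in the single-dose screen, relative to plate controls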
# NR2E3 ag-1 – agonists of human NR2E3 nuclear receptor | actives 0.35% (n = 360,000) | AID 602229 | inhibition of corepressor binding, % at 3.98 µM | CHO-S Gal4-NCOR/VP16-NR2E3 two-hybrid, luciferase;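 active = inhibition above the mean of all tested compounds plus 3 SD, cut at about 70% in these data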;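 also: 0% = DMSO with NR2E3 transfected cells and 100% = cells lacking NR2E3 construct; higher means lower luciferase signal from less NR2E3 corepressor binding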
# Target sequence (Q9Y5X4 whole entry, looked up, the tested form may be a part): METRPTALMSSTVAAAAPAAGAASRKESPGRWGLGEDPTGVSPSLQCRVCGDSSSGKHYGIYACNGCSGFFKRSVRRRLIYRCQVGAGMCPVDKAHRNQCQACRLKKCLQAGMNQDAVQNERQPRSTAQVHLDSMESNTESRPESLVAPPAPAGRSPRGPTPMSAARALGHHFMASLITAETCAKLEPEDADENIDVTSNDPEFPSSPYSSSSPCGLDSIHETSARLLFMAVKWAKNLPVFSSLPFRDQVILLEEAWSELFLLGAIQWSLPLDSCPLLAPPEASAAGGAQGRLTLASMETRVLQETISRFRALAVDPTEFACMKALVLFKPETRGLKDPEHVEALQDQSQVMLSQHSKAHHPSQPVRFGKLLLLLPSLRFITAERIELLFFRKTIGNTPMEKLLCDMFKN
# Peg3 promoter – inhibitors of Peg3 promoter; inhibition, % at 20 µM; AID 588405; actives 1.7% (n = 360,000); HeLa PEG-Prom luciferase reporter, luminescence, overnight;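 active = inhibition of at least 50% at 20 µM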
# HIF-2a inh – HIF-2a inhibition; 786-0 RCC cells HIF-2a reporter, luciferase luminescence, overnight; inhibition, % at 18.8 µM; actives 0.72% (n = 360,000); AID 624352;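 active = inhibition of the luminescence signal of 40% or more relative to plate controls, in a single-dose primary screen at 18.75 µM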
# NR2E3 ag-2 – NR2E3 (human) agonism; GST-NR2E3/biotin-RetCOR TR-FRET, 1536-well; AID 2300; Q9Y5X4; inhibition of corepressor binding, % at 4.78 µM; actives 0.12% (n = 320,000);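 active = percent inhibition above the cutoff of mean plus 3 SD of all tested compounds, set per screening campaign, cut at about 20% in these data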;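 also: 0% = DMSO wells and 100% = biotin wells as full block of FRET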
#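 Test system – NR2E3–RetCOR corepressor complex · Quantity – NR2E3 fusion 1.35 nM · Buffer or medium – Tris pH 7.5 · Incubation – Compound–protein incubation for 5 h at 4 °C · Technique – TR-FRET, Eu(K)-anti-GST donor, streptavidin-D2 acceptor, ex 340, em 617/671 nm · Evaluation – percent inhibition of 671/617 nm emission ratio versus biotin and DMSO controls · Plate – 1536-well format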
# Shn3 3UTR inh – inhibitors of Schnurri-3 3'UTR reporter in osteoblasts. Clone20 osteoblast Shn3 3'UTR firefly luciferase, 24 h. inhibition, % at 12.5 µM. actives 0.52% (n = 360,000);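 active = mean inhibition of at least 75% with every replicate also reaching 75%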;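 also: 0% = median of neutral control wells and 100% = pilot-screen positive control compound; some compounds past the cut are filed as inactive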
# TWEAK Fn14 block – inhibitors of TWEAK-Fn14 interaction signaling; TWEAK-stimulated Fn14 reporter cells, luciferase luminescence, 8 h; inhibition, % at 10 µM; actives 2% (n = 360,000); in the data active = inhibition above about 50%
# KKLEB tox – counter-screen for CF NF-kB inhibitors: cytotoxicity | KKLEB CF airway cells viability, ATPlite luminescence, overnight; stronger effect = lower value; cells stimulated with P. aeruginosa culture filtrate | activity change (cytotoxicity), % at 5 µM | actives 0.36% (n = 360,000) | AID 602141;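 active = corrected activity change at or below -50% at 5 µM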
# * hit, by the source's call; . = no result given. An excerpt, so the mix of outcomes need not match the whole.
SMILES	MITF TRPM1 inh	TWEAK Fn14 block	NR2E3 ag-2	KKLEB tox	NR2E3 ag-1	Shn3 3UTR inh	Peg3 promoter	CF NFkB block	TROY NFkB inh	TRAIL sens C8	HIF-2a inh
O=C(CSc1nnc2ccc(-c3cccnc3)nn12)Nc1ccc(F)cc1	3	-2	3	10	-1	-30	20	-6	0	18	20
COc1cc(NC(=O)CC(C)C)ccc1NC(=O)c1ccco1	-69	-21	1	-3	-122	-2	-214	1	-56	13	-212
CC(=O)NCC(=O)N1CCCC(C(=O)c2ccc3c4c(cccc24)CC3)C1 (configuration not stated)	15	-8	2	-1	11	3	8	9	-2	-3	17
Cc1c(NC(=O)C23CC4CC(CC(C)(C4)C2)C3)c(=O)n(-c2ccccc2)n1C	-8	10	-4	-14	-38	14	9	9	5	-17	20
Cc1cc(C)cc(NC(=O)C2CCC(CNC(=O)[C@@H]3Cc4ccccc4CN3)CC2)c1 (some centres not stated)	15	5	1	-2	20	-5	14	-16	-10	-2	6
CN(CC(=O)NCc1ccncc1)S(=O)(=O)c1cc(Cl)ccc1Cl	0	13	-1	8	-10	-3	17	21	5	-36	8
COc1ccc(S(=O)(=O)N2CCN(C(=O)c3cc(C)oc3C)CC2)cc1OC	2	-5	1	-12	1	15	2	-8	1	1	9
CSC(C(=O)c1cc2ccccc2o1)c1ccccc1 (configuration not stated)	-43	-20	4	-2	-45	-19	-210	-7	-22	23	-263
CCOC(=O)c1ccc(NS(=O)(=O)c2ccc3c(c2)oc(=O)n3C)cc1	1	7	-1	-2	-8	7	7	0	11	5	3
O=C(NC(=C(Cl)Cl)S(=O)(=O)c1ccc(Cl)cc1)c1ccccc1	38	96*	-1	-5	64	-17	61*	25	13	8	62*
O=C(O)c1ccc(C=NNC(=O)c2ccccc2NS(=O)(=O)c2cccs2)cc1	4	4	.	13	-5	-5	-1	-7	-2	3	13
O=C(COc1ccc(F)cc1Br)NCCCN1CCCC1=O	-5	19	.	3	0	-2	9	-8	-12	12	8
C[C@@H]1CN([C@H](C)CO)C(=O)CCCn2cc(nn2)CO[C@H]1CN(C)S(=O)(=O)c1ccccc1	.	5	.	24	-3	-11	3	-16	-3	9	13
COc1ccccc1C(=O)NCCC(=O)Nc1ccc(OC(F)(F)F)cc1	8	1	0	1	-14	-3	5	-12	11	14	6
Cc1ccc(S(=O)(=O)NCCC(=O)Nc2ccc(Cl)c(Cl)c2)cc1C	8	7	-1	7	14	11	17	8	21	29	5
CC(=O)N1CCN(C(=O)c2ccc(NS(=O)(=O)c3ccc4[nH]c(=O)[nH]c4c3)cc2)CC1	3	2	2	15	-7	6	9	-9	14	-22	9
O=C(c1cccc(Br)c1)N1CCN(c2ccc(N3CCOCC3)nn2)CC1	3	7	-1	-22	2	-3	-3	34	8	7	-2
CC1(c2ccccc2)NC(=O)N(CC(=O)Nc2ccc(N3CCOCC3)cc2)C1=O (configuration not stated)	5	12	.	0	17	5	0	6	10	-4	3
Cc1c(NC(=O)COc2ccc(C(C)C)cc2)c(=O)n(-c2ccccc2)n1C	7	4	-1	5	4	-5	13	9	12	4	-5
CC(C)Sc1nc2c(c(=O)[nH]c(=O)n2C)n1Cc1ccccc1	-2	-10	2	-12	-24	13	26	37	17	-6	11
CCOC(=O)N1CCN(C(=O)CNC(=O)c2nn(-c3ccc(OC)c(Cl)c3)c(=O)c3ccccc23)CC1	-45	-11	0	-12	-7	-7	-45	-3	-14	19	-48
O=C(CSc1nccn1-c1ccc(Cl)cc1)NCc1ccc2c(c1)OCO2	.	-1	7	9	-2	7	10	23	-1	-2	11
C[C@H](CO)N1C[C@H](C)[C@@H](CN(C)C(=O)Nc2ccc(C(F)(F)F)cc2)Oc2ccc(NC(=O)NC3CCCCC3)cc2C1=O	-4	14	.	12	-4	-9	-9	-10	10	5	8
CC(C)CC1NC(=O)N(CC(=O)Nc2ccc3c(c2)OCCO3)C1=O (configuration not stated)	8	-8	0	11	-29	4	3	-27	2	3	11
Cc1cccc(C(=O)NCC(=O)OCc2nc(N)nc(Nc3ccccc3C)n2)c1	6	-17	.	6	-15	-5	23	4	5	-13	12

# Single records, from the list above.
# CN(CC(=O)NCc1ccncc1)S(=O)(=O)c1cc(Cl)ccc1Cl across the screens: MITF TRPM1 inh = 0; TWEAK Fn14 block = 13; NR2E3 ag-2 = -1; KKLEB tox = 8; NR2E3 ag-1 = -10; Shn3 3UTR inh = -3; Peg3 promoter = 17; CF NFkB block = 21; TROY NFkB inh = 5; TRAIL sens C8 = -36; HIF-2a inh = 8
# CSC(C(=O)c1cc2ccccc2o1)c1ccccc1 (configuration not stated) across the screens: MITF TRPM1 inh = -43; TWEAK Fn14 block = -20; NR2E3 ag-2 = 4; KKLEB tox = -2; NR2E3 ag-1 = -45; Shn3 3UTR inh = -19; Peg3 promoter = -210; CF NFkB block = -7; TROY NFkB inh = -22; TRAIL sens C8 = 23; HIF-2a inh = -263

# The results go on:
SMILES	MITF TRPM1 inh	TWEAK Fn14 block	NR2E3 ag-2	KKLEB tox	NR2E3 ag-1	Shn3 3UTR inh	Peg3 promoter	CF NFkB block	TROY NFkB inh	TRAIL sens C8	HIF-2a inh
O=C(NN1CCCCC1)c1ccc(COc2ccc(Cl)cc2)cc1	-13	-20	6	-3	-5	16	-6	9	-51	2	-63
CN(C)CCOC(=O)C12CC3(C)CC(C)(CC(C)(C3)C1)C2	-9	6	3	0	23	-4	1	5	19	16	12
O=C(/C=C/c1ccc(Cl)cc1Cl)Nc1cccc(S(=O)(=O)NC2=NCCCCC2)c1	-27	2	1	19	-9	-16	-158	-7	-9	25	-150
COc1ccccc1C(C)Nc1ccc(S(=O)(=O)N2CCN(C)CC2)cc1[N+](=O)[O-] (configuration not stated)	10	-11	1	-14	0	13	7	22	-6	5	-2
C=CCn1c(NCc2ccccc2)nc2ccccc21	-10	-25	-1	-10	-17	-6	-65	-2	-37	10	-57
CCOC(=O)C1CCN(C(=O)Cn2cc(C(=O)C3CC3)c3ccccc32)CC1	-1	-4	1	2	-28	-11	11	-13	-19	7	8
CCOC(=O)c1c2c(n(-c3ccc(OC)cc3)c1C)C(=O)C(=O)c1ccccc1-2	94*	107*	.	-91*	62	97*	102*	82*	61*	95*	83*
O=C(NCCN1C(=O)S/C(=C\c2ccccc2F)C1=O)C1CCN(S(=O)(=O)c2cccs2)CC1	3	-29	1	8	-16	-29	-109	-2	-37	17	-127
CN(C)C(CNC(=O)c1ccc(NS(=O)(=O)c2cccc([N+](=O)[O-])c2)cc1)c1ccco1 (configuration not stated)	4	15	-1	8	-40	-7	6	-3	-10	-27	6
CCNC(=O)CCSc1nc2cc(Cl)ccc2o1	-20	-18	-1	14	-1	-6	-21	-21	-15	-3	-29
Cc1noc(C)c1CN1C(=O)NC2(CCCCCCC2)C1=O	7	3	2	9	-9	-24	12	-3	-15	5	15
O=c1[nH]nc(N=Nc2c(O)[nH]c3ccc(F)cc23)c(=O)[nH]1	14	2	.	5	-26	1	-1	6	5	3	20
O=C(Cn1cc(C(=O)c2cccs2)c2ccccc21)NCC1CCCO1 (configuration not stated)	10	1	-3	0	-3	-22	-39	-8	-19	8	-8
O=C(CN1CCN(Cc2cccc(F)c2)CC1)NCc1ccccc1	-12	4	3	16	9	9	-1	-6	13	2	16
Cc1c(C(=O)N2CC3(CC(c4cccc(NC(=O)CC(c5ccccc5)c5ccccc5)c4)=NO3)C[C@@H]2C(N)=O)cc([N+](=O)[O-])cc1[N+](=O)[O-] (some centres not stated)	33	7	-1	0	-34	12	21	21	-10	11	7
N#Cc1cn(OCc2ccccc2)c(=O)[nH]c1=O	-1	-1	-3	-2	12	-10	-7	6	-1	-8	18
Cc1nnc(SC(C)C(=O)Nc2sc3c(c2C#N)CCCC3)[nH]c1=O (configuration not stated)	-4	-1	2	17	-3	-8	-9	-1	8	5	8
CN(C)S(=O)(=O)c1cccc(NC(=O)c2ccc(-n3cncn3)c([N+](=O)[O-])c2)c1	11	-15	1	11	11	-2	1	-21	20	0	6
CSc1cccc(NC(N)=S)c1	-3	14	1	-3	10	19	9	-9	21	16	8
O/N=C(\c1ccccc1)c1nccc2ccccc12	8	12	1	0	-7	12	5	-20	7	4	12
CCOC(=O)c1ccc(N=Cc2nc3ccccc3n2C)cc1	1	6	3	10	-43	-23	-39	-12	-11	-8	-62
COc1ccc(Cl)cc1-c1n[nH]c(=S)n1Cc1ccccc1	-2	2	7	-17	8	-2	-25	-8	9	-1	9
O=C(CSc1ccccc1F)NC1CCS(=O)(=O)C1 (configuration not stated)	-5	2	0	4	9	-11	5	-8	-2	-4	14
Cc1cc(C)cc(Cn2cc(CN3CC(N4CCN(Cc5ccccc5F)CC4)CS3(=O)=O)nn2)c1 (configuration not stated)	.	11	.	.	4	.	.	.	2	20	6
Cc1ccc(-c2noc(CSc3nnnn3C3CCCCC3)n2)cc1	.	1	-3	-8	-14	-2	0	17	-7	4	-47
Cn1c(N)c(C(=O)COC(=O)c2ccc(Cl)c(S(=O)(=O)N3CCCCC3)c2)c(=O)n(C)c1=O	-10	9	0	5	-20	14	22	-4	-9	12	19
Nc1nc(SCc2ccc(F)cc2)n[nH]1	5	9	1	-5	-24	-12	8	-8	-2	-23	-4
CC1CN(CCCOc2ccccc2-c2ccccc2)CC(C)O1 (configuration not stated)	3	-17	-4	5	-5	0	13	5	9	2	18
O=C(NCCCN1CCCC1=O)C1CCN(S(=O)(=O)N2CCOCC2)CC1	19	1	.	2	-28	8	-2	5	-5	-14	12
CCOc1cc(Br)cc(/C=N/NC(=O)c2cccnc2)c1O	49	-3	-1	-1	-6	92*	62*	2	-15	18	-7
CN1CCc2c(sc(NC(=O)c3ccc(S(=O)(=O)N4CCCC4)cc3)c2C(N)=O)C1	10	0	-2	17	-2	-2	3	2	5	-14	10
CCOC(=O)CCc1c(C)c(C#N)c2nc3ccccc3n2c1-n1cnc2ccccc21	-2	-42	-1	-14	17	1	22	2	12	2	20
O=C(Nc1ccc(F)cc1)C1CCCN(C2=NS(=O)(=O)c3ccccc32)C1 (configuration not stated)	-7	4	-3	-5	-26	6	13	19	11	-8	21
CN[C@@H](C)C(=O)NC[C@H]1O[C@@H](n2cnc3c(N)ncnc32)[C@H](O)[C@@H]1O	18	-20	.	8	-26	-5	-5	2	-16	2	7
CNC(=S)NNC(=O)Cn1ccc(C)n1	13	5	1	11	-19	-10	-7	-9	1	-6	-8
COC(=O)c1c(C(=O)OC)c(-c2ccc(C)cc2)n2c1CS(=O)(=O)C2	31	6	1	-3	-29	6	8	11	9	4	9
Cc1ccc2c(c1)N(CC(=O)NCc1cccs1)C(=O)CO2	-12	-8	0	6	-17	1	-4	2	-10	-9	12
CC(/C=N/NC(=O)Cn1cnc2c1c(=O)n(C)c(=O)n2C)=C\c1ccco1	9	-12	-5	-5	11	14	7	2	-17	-18	12
